RMI FANCM FP: disruptors of RMI1/RMI2 association with MM2 peptide – biochemical, fluorescence polarization, human, primary screen; RMI core complex (RMI1/RMI2) binding to FANCM MM2 peptide, human; RMI core complex with F-MM2 peptide; active compounds read low; FP signal (polarization) at 33 µM; 70,000 tested, 0.58% active; AID 1159607, 2016; in the data active = FP signal below about 40; also: inactives centre near 61; strong numbers were not always called active; unit not given here
Starred values were filed as active, the others as inactive; & = joins results of further samples. Only part of the results is shown; count on the stated rates, not on these rows.

SMILES	RMI FANCM FP
O=C(Cn1cnc2c(nnn2Cc2ccc(F)cc2)c1=O)N1CCC(Cc2ccccc2)CC1	86
N#Cc1c(NC(=O)c2cc(Cl)cc(Cl)c2)sc2c1CCCC2	61
C=CCn1c(SCC(=O)Nc2cccc(C(F)(F)F)c2)nc2sc(C)c(C)c2c1=O	72
COc1cc(C(=O)Nc2nnc(-c3ccc4c(c3)OCO4)o2)cc(OC)c1OC	33*
Cc1ccc(C)c(Cn2c(CN3CCN(Cc4ccccc4)CC3)nc3c2c(=O)[nH]c(=O)n3C)c1	60
CCOC(=O)c1oc2ccccc2c1NC(=O)C1CCCN1S(C)(=O)=O (stereo unspecified)	64
O=C(Nc1ccc(OC(F)(F)F)cc1)Nc1cccc(C(=O)O)c1	65
COc1ccc(C2=NN(C(=O)CCC(=O)O)C(c3cc4cc(OC)ccc4nc3Cl)C2)cc1 (stereo unspecified)	49
Cn1c(=O)c2c(NC(=O)c3cc(=O)c4ccccc4o3)ccnc2n(C)c1=O	54
Cc1c([N+](=O)[O-])cc(S(=O)(=O)NCCOc2ccc3c(c2)OCO3)cc1[N+](=O)[O-]	59
Cn1nc2c(c1NC(=O)c1ccc([N+](=O)[O-])o1)CCC2	62
COc1nn(C)cc1C(=O)NCc1ccc2c(c1)OCO2	54
COc1ccc(CCNC(=O)N2CCC(c3nnc(C4CC4)s3)CC2)cc1	62
COc1ccc(C(O)=C2C(=O)C(=O)N(c3cc(C)on3)C2c2ccccc2F)cc1Cl (stereo unspecified)	66
CC[N+](CC)(CC)CCOc1cccc(OCC[N+](CC)(CC)CC)c1OCC[N+](CC)(CC)CC	56&64&53
CSc1nn(CC(=O)Nc2ccc3c(c2)OCCO3)c(N)c1-c1nc(-c2ccc(C)cc2)no1	168
CC(=O)Nc1ccc(SCCCC(=O)Nc2nccs2)nn1	65
O=[N+]([O-])c1ccc(S(=O)(=O)N2CCC(c3nc4ccccc4[nH]3)CC2)cc1	53
Cc1nc(SC(C)c2ccccc2)[nH]c(=O)c1CC(=O)N1CCN(c2ccccn2)CC1 (stereo unspecified)	61
Cc1ccc2c(-c3oc4ccccc4c3N)cc(=O)oc2c1C	56
CCOC(=O)c1sc2ccc(NC(=O)c3ccccc3Cl)cc2c1C	55
CC(C)NC(=O)c1ccc2c(=O)n(Cc3ccccc3)c3nn(Cc4cccc(F)c4)c(=O)n3c2c1	94
Cc1ccc(-c2cc(=O)n(CC(=O)N3CCOCC3)cn2)cc1	65
CCc1c(C#N)c(SCC(=O)c2ccc(Cl)cc2)nc2c1C(=O)CC(C)(C)C2	179
Cc1cc(-c2nnc(NC(=O)Cc3cccs3)o2)n(C)n1	71
Cc1ccc(SCC(=O)Nc2nnc(-c3c(C)cc(C)cc3C)s2)cc1	66
O=c1c2ccccc2nc(SCC#CCO)n1-c1ccccc1	62
COc1ccccc1-n1c(CNC(=O)c2cccc3ccccc23)nnc1SCC(=O)Nc1nccs1	71
Cc1ccc(C2CC(=O)Nc3n[nH]c(C)c32)cc1 (stereo unspecified)	62
COc1cc(NC(=O)C2CCCN(c3cnc4ccccc4n3)C2)cc(OC)c1OC (stereo unspecified)	64
Cc1ccc(NC(=O)Cn2cccc(-c3nc(-c4ccccc4)no3)c2=O)c(Cl)c1	97
CCn1c(SCC(=O)Nc2ccc(F)cc2F)nnc1-c1cccn(C)c1=O	62
Cc1c(NC(=S)NC(NC(=O)C(C)(C)C)C(Cl)(Cl)Cl)c(=O)n(-c2ccccc2)n1C (stereo unspecified)	60
COc1ccc(CCNC(=O)CSc2ccc(NC(=O)C3CC3)nn2)cc1	68
Cn1c(CC2Sc3ccccc3NC2=O)nnc1SCC(=O)c1ccc(Cl)cc1 (stereo unspecified)	63
CC1CCc2cc(F)ccc2N1C(=O)C12CCC(C)(C(=O)C1=O)C2(C)C (stereo unspecified)	58
C=CCN1C(=O)C(C)(C)COc2cc(NS(=O)(=O)CCc3ccc(OC)cc3)ccc21	65
COC(=O)Nc1ccc2c(c1)N(C(=O)C1CC1)CC2	66
O=C(Cc1csc(NC(=O)NC2CCCC2)n1)Nc1ccc(C(F)(F)F)cc1	59
Cc1ccc(C(=O)NCCOc2ccc3nnc(-c4ccccc4)n3n2)cc1C	70
CCCS(=O)(=O)Nc1ccc2c(c1)CN(S(=O)(=O)c1ccccc1)CC2	67
CC(=O)c1ccc(N2CCCCC2)c(NC(=S)Nc2cc(Cl)ccc2Cl)c1	47
O=C(CSCCOc1ccccc1)NCc1ccncc1	60
CCCCOC(=O)NS(=O)(=O)c1sc(CC(C)C)cc1-c1ccc(Cn2c(CC)nc3c(C)cc(C)nc32)cc1	63
OCCN=Cc1cc(Cl)cc(Cl)c1O	36
CN1CCN(C(c2cccs2)N2CCN(C)CC2)CC1	58
O=S(=O)(c1ccc(-c2nc(-c3ccc(Cl)cc3)cs2)cc1)N1CCOCC1	50
COc1cccc(NC(=S)N(CCC#N)CCC#N)c1	58
O=S(=O)(c1ccccc1C(F)(F)F)N1CCN(c2ccc3nncn3n2)CC1	64
COC(=O)c1ccc2c(=O)n(Cc3ccc(C(=O)NC4CCCCC4)cc3)c(=S)[nH]c2c1	63
c1ccn(-c2nnc(C3CC3)s2)c1	50
CCOc1ccc(N=c2scc(C)n2CCO)cc1	53
Cc1ccc(N2CC(NC(=O)c3ccccc3C)CC2=O)cc1 (stereo unspecified)	51
O=C1CCC(C(=O)Nc2ccccc2N2CCOCC2)=NN1	66
O=C(Cc1cccc2ccccc12)N(Cc1cccnc1)c1nc2c(F)cc(F)cc2s1	161
CCn1c(=O)c(C(=O)Nc2ccc(C)c(Cl)c2)c(O)c2ccccc21	63
Cc1ccc(C(=N)N)cc1F	57
Cc1ccc(OCC(=O)Nc2cc(-c3ccco3)nn2-c2nc(C)c(C)c(=O)[nH]2)cc1	42
Cc1ccc(C2CC(c3cccs3)=NN2C(=O)COc2cccc3c2CCNC3=O)cc1 (stereo unspecified)	54
c1ccc(CSc2nccc(-c3cccnc3)n2)cc1	57
Later entries
SMILES	RMI FANCM FP
CN[C@@H]1C(O[C@H]2O[C@H](CO)[C@@H](N)[C@H](O)[C@H]2O)O[C@H]2C[C@@H](N)[C@@H](O[C@H]3[C@H](O)[C@@H](O)[C@H](N)C[C@@H]3N)OC2[C@@H]1O (stereo partly specified)	64
CCN(CC)CCN(C(=O)c1ccc2c(c1)CCCC2)c1nc2c(C)cccc2s1	84
O=C(CNS(=O)(=O)c1c(Cl)cccc1Cl)N1CCCC1	73
Cc1nc(CCNC(=O)c2ccccc2C(F)(F)F)cs1	61
COC(=O)c1cc(C)nc(Sc2n[nH]c(-c3cc(Cl)cc(Cl)c3)n2)n1	61
CCCCNC(=O)N1CCN(CCO)CC1	61
COc1ccc2nc(-c3ccc(NS(=O)(=O)c4cc(C)ccc4C)cc3)cn2n1	79
CCOC(=O)c1cc(C(=O)OCC)cc(-n2c(C)cc(C(=O)CSc3nc(C)nc4sccc34)c2C)c1	73
CSc1cccc(C(=O)Nc2ccc3c4c(cccc24)CC3)c1	53
CSC1=NCC(=O)N1Cc1cccc(Cl)c1	53
CC(C)Cc1ccc(-c2csc(/C(C#N)=C\c3ccccc3[N+](=O)[O-])n2)cc1	120
CCOC(=O)c1sc(NC(=O)c2ccc3ncsc3c2)cc1C	86
Cc1oc(S(=O)(=O)N2CCOCC2)cc1C(=O)O/N=C(/N)c1ccc(C(C)(C)C)cc1	56
CC(C)c1nnc(SCC(=O)NCc2ccco2)c2c1cnn2-c1ccccc1	62
CC1(C)S[C@@H]2[C@H](NC(=O)C(C(=O)O)c3ccsc3)C(=O)N2[C@H]1C(=O)O (stereo partly specified)	53
O=C(C1Cc2ccccc2C1)N1CCOCC1	56
NC(N)=NC(N)=Nc1ccc(C2CCCCC2)cc1	80
C=CCN(CC=C)S(=O)(=O)c1ccc(C(=O)NNC(=O)c2cc3cc([N+](=O)[O-])ccc3s2)cc1	59
Cc1nn(CC(=O)NCc2ccco2)c(=O)c2c1cnn2C(C)(C)C	64
Cc1cc(C)c2nc(N(CCN(C)C)C(=O)c3ccc4ccccc4c3)sc2c1	90
CC(=O)CC1(O)C(=O)N(Cc2ccc(C)cc2)c2c(Cl)ccc(Cl)c21 (stereo unspecified)	63
Cc1nn(C2CCS(=O)(=O)C2)c2nc(-c3cccs3)cc(C(=O)N3CCC(C(N)=O)CC3)c12 (stereo unspecified)	68
O=C(Cn1cnc2c(sc3cccc(F)c32)c1=O)NC1CCCC1	107
Cc1cnc(C(=O)Nc2nn[nH]n2)cn1	41
O=C(/C=C/c1ccc(C(F)(F)F)cc1)c1ccccc1	72
CCCCCCCCCCCCCCSCC(=O)O	51
N#CC(C#N)=CNCCS(=O)(=O)c1ccc(C(F)(F)F)cn1	43
COc1cc2cc(OC(=O)c3ccc([N+](=O)[O-])cc3)nc(C)c2cc1OC	59
Cc1c(S(=O)(=O)Nc2cccc3ccccc23)c(=O)n(C)c(=O)n1C	72
CCN1CCN(S(=O)(=O)c2cccc3cccnc23)CC1	53
Cc1nnc(SCc2ccc3c(c2)OCO3)s1	74
CCOc1ccc2c(c1)n(CO)c(=S)n2CO	59
O=S(=O)(Nc1cc(C(F)(F)F)ccc1N1CCOCC1)c1cc(Cl)sc1Cl	52
O=C(Nc1ccc(-c2cn3ccccc3n2)cc1)c1ccccc1I	58
O=C(NC(=S)NCc1cccs1)c1csc([N+](=O)[O-])c1	55
CCc1nc2c(=O)n(C)c3c(c(=O)n(C)c(=O)n3C)c2o1	51
O=C(Nc1nc(-c2ccc3c(c2)OCCO3)cs1)C1CCN(S(=O)(=O)c2ccc(F)cc2)CC1	46
O=C(c1cccs1)N1CCc2ccc(NS(=O)(=O)c3ccccc3Cl)cc2C1	73
CC1CCc2cc(F)cc3c(=O)c(C(=O)O)cn1c23 (stereo unspecified)	54&53
CS(=O)(=O)Nc1cccc(C2=NN(C(=O)c3ccco3)C(c3ccccc3F)C2)c1 (stereo unspecified)	62
Cc1ccc(S(=O)(=O)/C(C#N)=C\c2sc3ccc(Cl)cc3c2C)cc1	51
COC(=O)c1cc(C)[nH]c1C	57
CCc1ccccc1N/C=C(/C#N)c1nc(-c2cc3ccccc3oc2=O)cs1	59
Cc1ccnc(NS(=O)(=O)c2ccc(NC(=O)c3c(F)cccc3F)cc2)n1	59
CS(=O)(=O)N1CCCc2ccc(NC(=O)c3ccc(F)cc3)cc21	58
CC(C)NC(=S)NC(=O)c1cccs1	57
CCC(C)NS(=O)(=O)c1ccc2oc(=O)ccc2c1 (stereo unspecified)	63
COc1ccccc1N1CCN(C(=O)CSc2nc(C)cs2)CC1	59
CC1CN(CC(=O)Nc2sccc2C#N)CC(C)O1 (stereo unspecified)	71
O=C(NCC(c1ccsc1)N1CCCC1)c1ccccc1C(F)(F)F (stereo unspecified)	65
O=C(Cc1ccc(Cl)cc1)NNC(=O)c1ccc(=O)n(Cc2ccc(Cl)cc2)c1	64
CCCS(=O)(=O)N1CCC(C(=O)NC(C)C)CC1	62
O=C(Oc1ccc2c(c1)oc(=O)c1ccccc12)c1ccco1	49
O=C(CN1C(=O)/C(=C/c2ccc(F)cc2)SC1=S)NCCN1C(=O)CSC1=O	67
CCOC(=O)c1cc2c(=O)n3ccccc3nc2n(Cc2ccccc2)c1=NC(=O)C(c1ccccc1)c1ccccc1	57
CCOC(=O)c1cnc(N2CCOCC2)nc1C(F)(F)F	50
C=CCNC(=S)NNc1nc(NCC)nc(NCC)n1	56
COc1ccc(OC)c(NC(=O)CC2CCCCN2S(=O)(=O)c2ccc(C)cc2)c1 (stereo unspecified)	56
COc1ccc(CCC(=O)Nc2c3c(nn2-c2ccc([N+](=O)[O-])cc2)CSC3)cc1	54
CC(=O)c1ccc(NC(=O)CSc2nnc(-c3ccc4ccccc4c3)n2C)cc1	102
Other entries follow.
SMILES	RMI FANCM FP
O=C(CSc1nc2sc3c(c2c(=O)n1-c1ccccc1)CCCC3)c1ccc(Cl)cc1	88
O=C(CSc1nnc2scc(-c3ccc(Cl)cc3)n12)NCC1CCCO1 (stereo unspecified)	73
O=C(NNc1nc2cc3c(cc2s1)OCO3)c1ccccc1	61
CC1Cc2ccccc2N1C(=O)C12CCC(C)(C(=O)O1)C2(C)C (stereo unspecified)	60
CCOc1ccc(-n2nnc(C(=O)OCc3nc(-c4cccc(OC)c4OC)oc3C)c2C)cc1	64
COc1ccc(CCNC(=O)CSc2nc(C)cs2)cc1OC	63
CC1CCc2c(sc3ncnc(SCC(=O)N4CCOCC4)c23)C1 (stereo unspecified)	71
O=c1[nH]c2cccnc2[nH]c1=O	41

By substructure: the compounds so far containing an aryl methoxy group.
SMILES	RMI FANCM FP
COc1cc(C(=O)Nc2nnc(-c3ccc4c(c3)OCO4)o2)cc(OC)c1OC	33*
COc1ccc(C2=NN(C(=O)CCC(=O)O)C(c3cc4cc(OC)ccc4nc3Cl)C2)cc1 (stereo unspecified)	49
COc1nn(C)cc1C(=O)NCc1ccc2c(c1)OCO2	54
COc1ccc(CCNC(=O)N2CCC(c3nnc(C4CC4)s3)CC2)cc1	62
COc1ccc(C(O)=C2C(=O)C(=O)N(c3cc(C)on3)C2c2ccccc2F)cc1Cl (stereo unspecified)	66
COc1ccccc1-n1c(CNC(=O)c2cccc3ccccc23)nnc1SCC(=O)Nc1nccs1	71
COc1cc(NC(=O)C2CCCN(c3cnc4ccccc4n3)C2)cc(OC)c1OC (stereo unspecified)	64
COc1ccc(CCNC(=O)CSc2ccc(NC(=O)C3CC3)nn2)cc1	68
C=CCN1C(=O)C(C)(C)COc2cc(NS(=O)(=O)CCc3ccc(OC)cc3)ccc21	65
COc1cccc(NC(=S)N(CCC#N)CCC#N)c1	58
COc1ccc2nc(-c3ccc(NS(=O)(=O)c4cc(C)ccc4C)cc3)cn2n1	79
COc1cc2cc(OC(=O)c3ccc([N+](=O)[O-])cc3)nc(C)c2cc1OC	59
COc1ccccc1N1CCN(C(=O)CSc2nc(C)cs2)CC1	59
COc1ccc(OC)c(NC(=O)CC2CCCCN2S(=O)(=O)c2ccc(C)cc2)c1 (stereo unspecified)	56
COc1ccc(CCC(=O)Nc2c3c(nn2-c2ccc([N+](=O)[O-])cc2)CSC3)cc1	54
CCOc1ccc(-n2nnc(C(=O)OCc3nc(-c4cccc(OC)c4OC)oc3C)c2C)cc1	64
COc1ccc(CCNC(=O)CSc2nc(C)cs2)cc1OC	63
